# Yeast superoxide: lowers age-related superoxide in aged yeast cells; 330,000 compounds, 0.18% hits; S. cerevisiae aged cells, superoxide DHE fluorescence; active compounds read low; superoxide response (% of plate mean), % at 10 µM; AID 2690;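 active = superoxide response under a set limit, about three screen SD below normal, cut at about 65% in these data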;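 also: yeast aged for seven days with compound at 30 °C before DHE staining; 100% = average MFI of all compound-treated wells on the plate with controls excluded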
# LAP4-GFP MLPCN: modulators of TOR pathway LAP4-GFP in S. cerevisiae; S. cerevisiae LAP4-GFP multiplex, flow cytometry GFP, 3 h; median GFP as percent of DMSO wells; GFP response vs DMSO, % at 10 µM; 320,000 compounds, 0.34% hits; AID 2023;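 active = GFP response vs DMSO above a set limit, about the screen mean plus 3 SD, cut at about 150% in these data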
# RPL19A TOR yeast: modulators of TOR pathway RPL19A-GFP in S. cerevisiae; S. cerevisiae RPL19A-GFP strain, flow cytometry, 3 h; active compounds read low; percent response vs DMSO, % at 10 µM; 330,000 compounds, 0.3% hits;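 active = percent response vs DMSO below 50%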;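 also: median channel GFP fluorescence of the barcoded RPL19A-GFP strain; ratio of sample median GFP to plate DMSO average so 100% = DMSO; lower means less RPL19A-GFP as with rapamycin TOR inhibition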
# MEP2-GFP yeast: alters MEP2-GFP fluorescence in TOR pathway yeast screen; S. cerevisiae MEP2-GFP strain, flow cytometry GFP, 3 h; 100% = DMSO control level; GFP response vs DMSO, % at 10 µM; 330,000 compounds, 0.51% hits; AID 2016;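 active = GFP response versus DMSO above a set limit, roughly screen mean plus 3 SD, cut at about 180% in these data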;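 also: median GFP fluorescence of the barcode-gated MEP2-GFP cells per well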
# procasp3 activ: activates human procaspase-3; P42574; recombinant procaspase-3 D3A, Ac-DEVD-pNA absorbance 405 nm; activation, % at 8.5 µM; 330,000 compounds, 0.11% hits; AID 463141;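 active = activation above the mean of all tested compounds plus 3 SD, cut at about 21% in these data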;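 also: 0% = DMSO alone and 100% = DMSO wells spiked with extra 5 µM PC-3 D3A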
# Target sequence (P42574 whole entry D9A/D28A/D175A): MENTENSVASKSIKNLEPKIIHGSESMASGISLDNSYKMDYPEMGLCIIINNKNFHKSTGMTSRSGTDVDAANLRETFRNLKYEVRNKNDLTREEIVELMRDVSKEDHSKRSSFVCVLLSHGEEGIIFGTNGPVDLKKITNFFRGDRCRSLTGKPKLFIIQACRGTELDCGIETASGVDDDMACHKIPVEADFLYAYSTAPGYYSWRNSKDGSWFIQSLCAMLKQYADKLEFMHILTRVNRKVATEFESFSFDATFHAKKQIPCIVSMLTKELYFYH
#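 Evaluation: percent activation relative to control range; Material: Procaspase-3 D3A mutant, all three cleavage aspartates alanine; Compound: single dose, 8.5 µM nominal compound, 0.8% DMSO; Replication: one well per compound; Signal: absorbance at 405 nm, 0 and 120 min; Schedule: 1 h preincubation plus 2 h reaction at 25 °C.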
# JMJD2C inh: inhibitors of human GASC-1 (JMJD2C) demethylase. inhibition, % at 2.35 µM. Q9H3R0. AID 2099. GST-JMJD2C(1-420) H3K9me3 demethylation, DELFIA europium. 330,000 compounds, 0.069% hits;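 active = more than half of a compound's replicate wells show inhibition beyond 50%, single wells judged on their own value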;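 also: signal counts dimethyl H3K9 product captured on neutravidin plate; 0% = median of DMSO wells and 100% = 0.3 times that DMSO median; strong numbers were not always called active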
# Target sequence (Q9H3R0 1-420 limits assumed): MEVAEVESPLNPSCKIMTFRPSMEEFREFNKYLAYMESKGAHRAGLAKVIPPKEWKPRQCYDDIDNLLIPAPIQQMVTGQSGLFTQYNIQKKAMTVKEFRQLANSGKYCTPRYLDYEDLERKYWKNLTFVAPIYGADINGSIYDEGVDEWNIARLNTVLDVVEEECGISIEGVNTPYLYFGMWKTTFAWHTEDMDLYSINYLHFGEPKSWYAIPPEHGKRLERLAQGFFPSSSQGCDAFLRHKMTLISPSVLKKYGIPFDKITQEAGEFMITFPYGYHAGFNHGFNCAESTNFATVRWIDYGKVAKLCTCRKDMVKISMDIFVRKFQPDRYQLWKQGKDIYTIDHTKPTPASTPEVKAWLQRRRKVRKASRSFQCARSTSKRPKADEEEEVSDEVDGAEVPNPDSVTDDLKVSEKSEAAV
# procasp7 counter: activates human procaspase-7, counter-screen for procaspase-3 activators | activation, % at 8.5 µM | recombinant procaspase-7, Ac-DEVD-pNA absorbance 405 nm; D23A/D198A/D206A triple mutant, cannot self-cleave; scale: DMSO 0, 5 µM enzyme 100 | P55210 | 330,000 compounds, 0.093% hits;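 active = percent activation above the screen-wide mean plus 3 SD, cut at about 25% in these data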
#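 buffer or medium = Zinc-free HEPES/NaCl buffer, pH 7.4 | material = Procaspase-7 triple mutant (PC-7 D3A) | input = 2 µM procaspase-7 mutant as dispensed | signal = Epi-absorbance of released pNA at 405 nm, two timepoints | timing = 1 h preincubation, 2 h reaction | replicates = singlicate compound testing | evaluation = % activation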
# AHR act: human AHR activation; P35869; AHR-responsive luciferase reporter cells, luminescence; activation, % at 5 µM; 320,000 compounds, 2.5% hits; in the data active = activation above about 47%;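 also: 0% = vehicle wells and 100% = reference agonist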
# * = called active by the depositor; i = inactive; / = no result given.
SMILES,Yeast superoxide,LAP4-GFP MLPCN,RPL19A TOR yeast,MEP2-GFP yeast,procasp3 activ,JMJD2C inh,procasp7 counter,AHR act
Cc1cc(C(=O)OCn2nnc3ccccc3c2=O)c(C)n1-c1ccccc1,118,113,110,112,1,11,-1,2
O=C(CCc1nc(-c2ccccc2Cl)no1)NCc1ccco1,79,100,96,94,-1,12,5,1
C#CC(=O)N(c1cccc(OC)c1)C(C(=O)NC1CCCC1)c1cccs1 (stereo not drawn),96,99,102,98,-7,-1,-3,-16
O=C(NC1CC1)C1CCN(S(=O)(=O)c2cc([N+](=O)[O-])ccc2Cl)CC1,112,100,100,103,-2,13,6,2
Cn1nc([N+](=O)[O-])nc1Sc1nnc(-c2ccccc2)o1,101,100,96,103,-3,0,1,1
Cc1ccc(N2C(=O)C3ON(c4ccccc4)C(c4ccncc4)C3C2=O)c(C)c1 (stereo not drawn),84,101,96,101,-3,5,-11,0
O=C(Nc1nc2ccccc2s1)Nc1ccc(F)cc1F,97,98,108,108,5,-9,3,71*
Cc1cccc(NC(=O)CNC(=O)CSc2nnc(C(F)(F)F)n2C)c1C,100,98,100,101,3,9,-9,0
O=C(c1c(F)cccc1F)N1CCCC1,106,85,94,97,6,-4,-4,-1
Cc1ccc(/C=C/C(=O)O)cc1S(=O)(=O)NCCO,90,98,100,98,3,-3,11,0
Cc1[nH]c2c(Cl)cccc2c(=O)c1CN1CCCC1,122,103,98,101,-3,8,3,6
COc1ccc(CNC(=O)C2CCN(S(=O)(=O)c3ccc4c(c3)N(C(C)=O)CCO4)CC2)cc1,92,93,102,95,15,-23,2,1
S=C(Nc1cccc2ccccc12)NN1CCOCC1,86,89,95,94,2,0,6,10
CCOC(=O)C1CCN(CCCSc2ccccc2)CC1,112,99,106,108,-4,-5,6,1
C#CCOCCOCCOCCNc1nc(N2CCN(C(=O)CCCCCCCCCCNC(=O)Cn3cc(CCCCCN)nn3)CC2)nc(N2CCN(C(=O)CCCCCCCCCCNC(=O)[C@@H](CCC(=O)O)n3cc(CCCCCN)nn3)CC2)n1,102,145,93,90,2,/,-18,-1
Nc1nonc1-n1nnc(C(=O)N/N=C/c2cccnc2)c1-c1ccccc1,103,92,102,101,-8,6,9,23
O=C(NCCc1ccccc1)c1cc(-c2ccccc2)c(N2CCOCC2)s1,125,103,97,109,0,-2,-4,0
COc1ccc(NC(=O)N2CCOCC2)cc1,97,86,101,104,1,2,12,3
O=C(Cc1nnc(NC(=O)Nc2ccccc2)s1)NCc1ccccc1,107,93,106,105,-4,-2,6,9
CCOC(=O)CNC(=O)Cn1cnc2c(oc3ccccc32)c1=O,84,102,96,99,5,-2,-5,5
O=C(CSc1nnc(NC(=O)C2CCCCC2)s1)NCc1ccco1,86,93,96,97,-3,7,-4,3
CCOC(=O)N1CCN(Cc2nc3ccc([N+](=O)[O-])cc3c(=O)n2-c2cccc(OC)c2)CC1,106,94,88,88,1,6,-7,33
O=C(/C(=C/O)N=Nc1ccccc1Cl)c1ccccc1,92,91,96,95,5,11,-12,9
O=C(N/N=C/c1ccccc1O)C1(O)c2ccccc2-c2ccccc21,104,106,104,105,-4,6,5,46
O=C(CCS(=O)(=O)c1cc2c(cc1Cl)NC(=O)CO2)NCCc1ccccc1,90,98,92,106,2,2,12,-2
Cn1c(N)c(C(=O)COC(=O)C2=COCCO2)c(=O)n(C)c1=O,98,97,96,99,1,-4,8,-1
O=S1(=O)CCO[C@H]2Cc3ccccc3[C@H]2N1Cc1cccc(F)c1,110,103,104,107,-2,4,0,4
CC(C(=O)NCc1ccco1)n1cc(C(=O)c2ccco2)c2ccccc21 (stereo not drawn),99,95,92,95,0,-5,5,1
N#C/C(=C/c1ccc2c(c1)OCO2)C(=O)NCCc1c[nH]c2ccccc12,98,105,101,99,8,-11,-3,34
CN1CCN(C(=S)c2cn(Cc3ccccc3)c3ccccc23)CC1,101,113,97,94,7,-8,9,1
Cc1cc(/C=C2\NC(=O)N(Cc3ccc(Cl)cc3)C2=O)c(C)n1C,102,98,94,98,-6,2,-1,8
O=C(COc1ccccc1F)N1CCN(S(=O)(=O)/C=C/c2ccccc2)CC1,110,95,96,106,3,5,3,1
COc1cc2c(cc1OC)CN(C(=O)Cc1c(F)cccc1Cl)CC2,98,101,104,110,-2,-8,-8,-1
O=c1oc2ccccc2n1CCc1ccccc1,i,98,97,101,-1,7,-1,94*
N#C/C(=C/c1ccc(N2CCOCC2)o1)c1ccc(Cl)cc1,130,161*,95,96,-7,1,-14,4
COc1ccc([C@H]2C=C3CN(C(=O)OC(C)(C)C)S(=O)(=O)[C@H]3C[C@H]2OC(=O)c2ccc(C(F)(F)F)cc2)cc1,92,112,98,116,1,33,14,-3
Cc1ccc2nc3c(c(C(=O)OCC(=O)NC4CCS(=O)(=O)C4)c2c1)CCCC3 (stereo not drawn),80,97,105,111,-2,1,5,5
c1cnn(-c2nc(N3CCOCC3)nc(N3CCOCC3)n2)c1,95,96,97,101,-1,5,8,2
COc1ccc(-c2nc(CSCC(=O)NCc3ccc4c(c3)OCO4)c(C)o2)cc1,125,100,100,101,8,3,6,-5
CN(Cc1ccc(Br)cc1)CC(O)COc1cccc(Br)c1 (stereo not drawn),94,103,96,96,11,-4,-1,-2
Cn1cc(Cl)c(/C=C(\C#N)S(=O)(=O)c2ccccc2)n1,107,109,95,83,5,0,-7,9
CC(C)(C)OC(=O)NCCCCCc1nnc(SCc2c(F)cccc2Cl)o1,106,116,99,89,-5,-7,1,3
CC(C)(C)CNC(=O)c1cccc2c1C(=O)c1ccc(-c3cc4ccccc4o3)cc1S2(=O)=O,121,93,93,90,0,-7,-7,5
Cc1cccc(Oc2ccccc2NC(=O)c2cnccn2)c1,110,85,94,99,-1,3,6,-1
O=C1CN(C(=O)COC(=O)C2=COCCO2)c2ccccc2N1,85,106,102,98,5,186,-8,1
N#Cc1ccccc1CCN1C(=O)c2ccccc2C1=O,104,102,109,114,-5,-16,2,1
COCCC(=O)N1CCC(Oc2ccc(C(=O)NC3CCCCC3)cc2)CC1,100,92,101,97,-5,2,3,1
Cc1ccc(S(=O)(=O)/N=c2\scc(C)n2C)cc1,102,101,100,85,11,-8,-2,1
COc1ccc(C2NC(=O)C(=O)/C2=C(\O)c2ccc(Cl)cc2)cc1OC (stereo not drawn),99,99,105,100,5,1,-27,5
COC(=O)c1sc(NC(=O)CSc2nnnn2-c2cccc(OC)c2)nc1C,86,93,100,94,4,0,10,9
COc1ccc(Cl)cc1NC(=O)CN(C)C(=O)CN1C(=O)NC(C)(C)C1=O,87,103,107,109,5,3,2,1
c1ccc(COc2ccccc2CNC23CC4CC(CC(C4)C2)C3)cc1,113,91,108,104,-2,-2,3,-5
Cc1cccc(C(=O)Nc2nnc(-c3ccco3)o2)c1,123,100,96,91,-2,-6,16,2
COc1ccc(N2C(=O)N3[C@@H]4c5ccccc5OC[C@@H]4[C@@H](c4ccccc4)[C@@]3(C)C2=O)cc1,122,95,93,95,9,-1,17,-1
CCN(CC)CCn1c(NCc2ccc3c(c2)OCO3)nc2ccccc21,100,111,105,106,1,9,-9,6
COCCN(C(=S)Nc1cccc(C)c1)C(C)c1cccnc1 (stereo not drawn),123,113,106,105,-3,4,-10,2
O=C(CCN1C(=O)/C(=C\C=C\c2ccccc2)SC1=S)Nc1ccc(C(=O)O)cc1,105,95,97,103,-5,1,-10,-1
Cc1cc(C)cc(-c2nnc(SCc3ccc(C(=O)O)cc3)o2)c1,131,107,96,94,3,-10,3,2

# Among those listed so far, eleven have an aryl methoxy group.
SMILES,Yeast superoxide,LAP4-GFP MLPCN,RPL19A TOR yeast,MEP2-GFP yeast,procasp3 activ,JMJD2C inh,procasp7 counter,AHR act
C#CC(=O)N(c1cccc(OC)c1)C(C(=O)NC1CCCC1)c1cccs1 (stereo not drawn),96,99,102,98,-7,-1,-3,-16
COc1ccc(CNC(=O)C2CCN(S(=O)(=O)c3ccc4c(c3)N(C(C)=O)CCO4)CC2)cc1,92,93,102,95,15,-23,2,1
COc1ccc(NC(=O)N2CCOCC2)cc1,97,86,101,104,1,2,12,3
CCOC(=O)N1CCN(Cc2nc3ccc([N+](=O)[O-])cc3c(=O)n2-c2cccc(OC)c2)CC1,106,94,88,88,1,6,-7,33
COc1cc2c(cc1OC)CN(C(=O)Cc1c(F)cccc1Cl)CC2,98,101,104,110,-2,-8,-8,-1
COc1ccc([C@H]2C=C3CN(C(=O)OC(C)(C)C)S(=O)(=O)[C@H]3C[C@H]2OC(=O)c2ccc(C(F)(F)F)cc2)cc1,92,112,98,116,1,33,14,-3
COc1ccc(-c2nc(CSCC(=O)NCc3ccc4c(c3)OCO4)c(C)o2)cc1,125,100,100,101,8,3,6,-5
COc1ccc(C2NC(=O)C(=O)/C2=C(\O)c2ccc(Cl)cc2)cc1OC (stereo not drawn),99,99,105,100,5,1,-27,5
COC(=O)c1sc(NC(=O)CSc2nnnn2-c2cccc(OC)c2)nc1C,86,93,100,94,4,0,10,9
COc1ccc(Cl)cc1NC(=O)CN(C)C(=O)CN1C(=O)NC(C)(C)C1=O,87,103,107,109,5,3,2,1
COc1ccc(N2C(=O)N3[C@@H]4c5ccccc5OC[C@@H]4[C@@H](c4ccccc4)[C@@]3(C)C2=O)cc1,122,95,93,95,9,-1,17,-1

# Screens as filed in PubChem BioAssay.
